FXIIa inh: human FXIIa protease inhibitors, primary screen, biochemical, 1536-well; Coagulation factor XII (Homo sapiens), P00748; purified FXIIa, Boc-QGR-AMC fluorogenic substrate, 2 h; inhibition, % at 5 µM; hit rate 0.3% among 220,000; AID 800, 2007; in the data active = inhibition above about 40%;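 note: 0% = enzyme with no compound and 100% = blank without enzyme; many of its hits are not listed in these tables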
Target sequence (P00748 20-372 limits assumed): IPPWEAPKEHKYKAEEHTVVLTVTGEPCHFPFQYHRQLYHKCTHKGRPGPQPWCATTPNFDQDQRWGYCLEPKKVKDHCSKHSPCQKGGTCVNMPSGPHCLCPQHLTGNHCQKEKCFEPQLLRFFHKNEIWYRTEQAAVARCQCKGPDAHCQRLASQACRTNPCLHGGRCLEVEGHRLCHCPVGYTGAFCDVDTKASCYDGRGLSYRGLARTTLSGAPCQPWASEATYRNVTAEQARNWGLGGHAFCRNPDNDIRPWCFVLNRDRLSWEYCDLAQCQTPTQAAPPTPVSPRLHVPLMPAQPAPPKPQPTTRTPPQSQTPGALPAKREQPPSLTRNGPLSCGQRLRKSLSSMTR
Target sequence (P00748 373-615 limits assumed): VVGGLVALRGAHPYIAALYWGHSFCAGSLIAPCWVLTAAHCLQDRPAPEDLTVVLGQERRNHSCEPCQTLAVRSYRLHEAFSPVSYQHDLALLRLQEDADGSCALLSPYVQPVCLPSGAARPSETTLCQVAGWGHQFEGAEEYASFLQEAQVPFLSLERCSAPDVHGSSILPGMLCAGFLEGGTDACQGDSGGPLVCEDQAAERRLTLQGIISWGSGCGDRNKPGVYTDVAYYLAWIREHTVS
FXIa inh: human FXIa protease inhibitors, primary screen, biochemical, 1536-well; purified FXIa, Boc-Glu-Ala-Arg-AMC fluorogenic substrate; hit rate 0.14% among 220,000; AID 798, 2007; Coagulation factor XI (Homo sapiens), P03951; inhibition, % at 5 µM;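 active = inhibition of at least 40%; inactive = inhibition below 40%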;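 note: fluorescence of freed AMC excited at 355 nm; 0% = enzyme without compound and 100% = no enzyme blank; many of its hits are not listed in these tables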
PGE2 EP2 inh: human EP2 receptor antagonists, primary screen, TR-FRET cAMP, C6 glioma cells; Prostaglandin E2 receptor EP2 subtype (Homo sapiens), P43116; C6 glioma cells expressing human EP2; cells stimulated with saturating PGE2; inhibition, % at 25 µM; hit rate 0.52% among 260,000;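 active = percent inhibition above 40 after rounding to a whole number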;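 note: rat C6 glioma host cells with rolipram phosphodiesterase inhibitor present; the protocol text gives 20 µM as final concentration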
Target sequence (P43116 whole entry, looked up): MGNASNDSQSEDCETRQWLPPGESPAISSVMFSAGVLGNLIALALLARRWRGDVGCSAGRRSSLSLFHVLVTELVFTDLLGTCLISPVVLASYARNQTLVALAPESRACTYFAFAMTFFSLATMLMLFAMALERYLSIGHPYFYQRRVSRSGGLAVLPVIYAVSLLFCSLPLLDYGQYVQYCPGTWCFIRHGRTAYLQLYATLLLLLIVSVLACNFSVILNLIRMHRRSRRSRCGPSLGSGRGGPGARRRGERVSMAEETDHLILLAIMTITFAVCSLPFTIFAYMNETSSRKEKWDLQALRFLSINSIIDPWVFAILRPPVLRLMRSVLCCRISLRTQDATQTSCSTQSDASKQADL
TNF death inh: inhibitors of TNF-alpha triggered necroptosis, primary screen, cell-based, Jurkat FADD-/-, single concentration; Jurkat FADD-/- TNF necroptosis rescue, ATP luminescence, 24 h; 0 = TNF only, 100 = no-TNF cells; activation (protection from cell death), % at 10 µM; hit rate 0.068% among 220,000;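 active = activation, meaning protection from cell death, of at least 50% relative to plate controls; inactive = activation below 50%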;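 note: necroptosis triggered by 40 ng/mL TNF-alpha added together with compound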
CHOP inh: inhibitors of CHOP promoter induction, primary screen, cell-based, unfolded protein response, luciferase reporter. hit rate 3.8% among 220,000. inhibition, % at 10 µM. CHO-K1 CHOP-promoter luciferase, tunicamycin-induced, 15-18 h;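 active = compounds that reduced the stress-induced luciferase reporter signal by more than about 70% of percent inhibition, limit read from the data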;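 note: 0% = tunicamycin plus vehicle and 100% = wells without tunicamycin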
L929 necroptosis: inhibitors of zVAD-triggered necroptosis, primary screen, L929 cells | viability rescue, % at 10 µM | hit rate 0.38% among 220,000 | L929 zVAD necroptosis rescue, ATP luminescence, 24 h; with zVAD 60 µM | AID 1377, 2008;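 active = activation, scaled between plate controls, above about 75%, limit read from the data; inactive = activation under that limit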;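 note: 0% = zVAD with DMSO and 100% = DMSO alone without zVAD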
Tb hexokinase: Trypanosoma brucei hexokinase 1 inhibitors, primary screen, biochemical, G6PDH-coupled NADH absorbance, MLSCN library; recombinant TbHK1, G6PDH-coupled NADH A340; hit rate 0.11% among 220,000; hexokinase 1 [Trypanosoma brucei]; AID 1430, 2008; inhibition, % at 10 µM;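 active = inhibition of 50% or more in the single-dose primary screen; inactive = inhibition below 50%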
Wee1 stabilizer: Wee1 degradation inhibitors, primary screen, cell-based, HeLa, Wee1K328M-luciferase, luminescence; AID 1321, 2008; HeLa Luc-Wee1K328M stability; 100% = proteasome inhibitor MG132 effect; hit rate 1.2% among 220,000; reporter increase, % at 5 µM;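 active = activation above the mean of all tested compounds plus 3 SD, set per screening run, cut at about 8.8% in these data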;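 note: cells exposed to compound for 20 h before luminescence read; 0% = DMSO alone and 100% = MG132 at 30 µM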
PPC-1+TRAIL kill: compounds killing PPC-1 cancer cells with TRAIL present, primary screen, TRAIL potentiator project, ATPLite luminescence, uHTS; PPC-1 cells + TRAIL, ATPLite viability luminescence; cell killing (% activity), % at 4 µM; hit rate 0.41% among 220,000; AID 1443, 2008;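 active = cell killing above 50% in the first pass at 4 µM, then a duplicate retest at 5 µM averaging 50% or more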;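 note: plate controls were cells with TRAIL plus DMSO for no effect and medium-only wells lacking cells for full effect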
Numbers without * were called inactive; & = joins results of further samples. These rows are one share of the data (hit frequency here may not be typical).

Results for O=C(c1ccc2nc(N3CCOCC3)sc2c1)N1CCN(C(=O)c2ccco2)CC1 ?
FXIIa inh: 7; FXIa inh: -1; PGE2 EP2 inh: 13; TNF death inh: 0.3; CHOP inh: 2; L929 necroptosis: 0.8; Tb hexokinase: -8; Wee1 stabilizer: -4; PPC-1+TRAIL kill: -6

What do the screens show for `CCN1CCN(C(=O)CN(c2ccccc2C)S(C)(=O)=O)CC1`?
FXIIa inh: -4; FXIa inh: -7; PGE2 EP2 inh: 4&5; TNF death inh: 0.7; CHOP inh: 16; L929 necroptosis: 1.9; Tb hexokinase: 7; Wee1 stabilizer: 5; PPC-1+TRAIL kill: 17

How did COc1ccc(CN(C(=O)c2cc3ccccc3oc2=O)C2CCCCC2)cc1OC do in these assays?
FXIIa inh: 4; FXIa inh: -1; PGE2 EP2 inh: 11; TNF death inh: 0.7; CHOP inh: 15; L929 necroptosis: -0.7; Tb hexokinase: -19; Wee1 stabilizer: 2; PPC-1+TRAIL kill: 4

How did COC(=O)c1c(C)oc2ccc(N(C(=O)c3ccncc3)S(=O)(=O)c3ccccc3)cc12 do in these assays?
FXIIa inh: 9; FXIa inh: 3; PGE2 EP2 inh: 12; TNF death inh: -6.9; CHOP inh: 57; L929 necroptosis: 0.8; Tb hexokinase: -12; Wee1 stabilizer: 1; PPC-1+TRAIL kill: 22

How did Cc1ccc(NC(=O)c2ccc(C(C)(C)C)cc2)cc1[N+](=O)[O-] do in these assays?
FXIIa inh: -1; FXIa inh: -6; PGE2 EP2 inh: 7; TNF death inh: 2.8; CHOP inh: 58; L929 necroptosis: 1.2; Tb hexokinase: 28; Wee1 stabilizer: 1; PPC-1+TRAIL kill: 14

Results for CCC(C)[C@H](NC(=O)NCCC1=CCCCC1)C(=O)O (stereo partly specified) ?
FXIIa inh: 2; FXIa inh: -4; PGE2 EP2 inh: 13; TNF death inh: 0.3; CHOP inh: 3; L929 necroptosis: 0.2; Tb hexokinase: -8; Wee1 stabilizer: -2; PPC-1+TRAIL kill: 16

What do the screens show for `O=C(OCC(=O)N1CCN(C(=O)c2ccco2)CC1)c1cc(-c2cccc(Br)c2)nc2ccccc12`?
FXIIa inh: 3; FXIa inh: -4; PGE2 EP2 inh: 8; TNF death inh: -3.4; CHOP inh: 23; L929 necroptosis: 0.5; Tb hexokinase: -12; Wee1 stabilizer: 0; PPC-1+TRAIL kill: 0

Results for O=C(c1ccc(S(=O)(=O)N2CCCCC2)cc1)N1CCN(Cc2ccc3c(c2)OCO3)CC1 ?
FXIIa inh: 10; FXIa inh: 2; PGE2 EP2 inh: 15; TNF death inh: -0.9; CHOP inh: 9; L929 necroptosis: 0.6; Tb hexokinase: -11; Wee1 stabilizer: -1; PPC-1+TRAIL kill: -5

How did CCC1(C)OC(=O)NN(c2ccc(C)cc2)C1(C)O (stereo unspecified) do in these assays?
FXIIa inh: 4; FXIa inh: 8; PGE2 EP2 inh: 7; TNF death inh: 2.3; CHOP inh: 0; L929 necroptosis: 0.6; Tb hexokinase: 1; Wee1 stabilizer: 0; PPC-1+TRAIL kill: 30

How did O=C(COc1cccc2ccccc12)NNC(=O)Nc1ccccc1 do in these assays?
FXIIa inh: -12; FXIa inh: -11; PGE2 EP2 inh: 6; TNF death inh: -1.1; CHOP inh: -12; L929 necroptosis: 0.1; Tb hexokinase: 3; Wee1 stabilizer: -2; PPC-1+TRAIL kill: -3

Reprinted at random: two compounds from above.
How did COC(=O)c1c(C)oc2ccc(N(C(=O)c3ccncc3)S(=O)(=O)c3ccccc3)cc12 do in these assays?
FXIIa inh: 9; FXIa inh: 3; PGE2 EP2 inh: 12; TNF death inh: -6.9; CHOP inh: 57; L929 necroptosis: 0.8; Tb hexokinase: -12; Wee1 stabilizer: 1; PPC-1+TRAIL kill: 22

What do the screens show for `O=C(OCC(=O)N1CCN(C(=O)c2ccco2)CC1)c1cc(-c2cccc(Br)c2)nc2ccccc12`?
FXIIa inh: 3; FXIa inh: -4; PGE2 EP2 inh: 8; TNF death inh: -3.4; CHOP inh: 23; L929 necroptosis: 0.5; Tb hexokinase: -12; Wee1 stabilizer: 0; PPC-1+TRAIL kill: 0

Next part:
What do the screens show for `NC(=O)C1C(c2ccccc2)=C1c1ccccc1`?
FXIIa inh: 1; FXIa inh: -4; PGE2 EP2 inh: 7; TNF death inh: -1.8; CHOP inh: -4; L929 necroptosis: -0.1; Tb hexokinase: 3; Wee1 stabilizer: -2; PPC-1+TRAIL kill: -4

What do the screens show for `O=C(COc1ccccc1)N(Cc1cccs1)C1CCS(=O)(=O)C1` (stereo unspecified)?
FXIIa inh: 1; FXIa inh: -5; PGE2 EP2 inh: 10; TNF death inh: 3.5; CHOP inh: 0; L929 necroptosis: 1.1; Tb hexokinase: -7; Wee1 stabilizer: 6; PPC-1+TRAIL kill: 6

What do the screens show for `CCOC(=O)CC(NS(=O)(=O)c1ccc(NC(C)=O)cc1)c1ccc(OCC)cc1` (stereo unspecified)?
FXIIa inh: 8; FXIa inh: 0; PGE2 EP2 inh: 22; TNF death inh: -1.2; CHOP inh: 15; L929 necroptosis: -0.4; Tb hexokinase: 5; Wee1 stabilizer: -2; PPC-1+TRAIL kill: 39

What do the screens show for `CCOC(=O)c1ccc(Oc2nc(NC)nc(OC)n2)cc1`?
FXIIa inh: -6; FXIa inh: -11; PGE2 EP2 inh: 7&8; TNF death inh: -1.1; CHOP inh: 0; L929 necroptosis: -0.1; Tb hexokinase: -7; Wee1 stabilizer: 0; PPC-1+TRAIL kill: -25

What do the screens show for `CC/C(=N\NC(=O)c1cccnc1)c1ccc2c(c1)OCCO2`?
FXIIa inh: 10; FXIa inh: 1; PGE2 EP2 inh: 9; TNF death inh: -0.8; CHOP inh: 11; L929 necroptosis: 0.2; Tb hexokinase: -1; Wee1 stabilizer: -1; PPC-1+TRAIL kill: 4

How did CCSCc1nnc(SCC(=O)Nc2cc(F)ccc2C)n1C do in these assays?
FXIIa inh: 7; FXIa inh: -6; PGE2 EP2 inh: 8; TNF death inh: 0.7; CHOP inh: 21; L929 necroptosis: -1.0; Tb hexokinase: -2; Wee1 stabilizer: 1; PPC-1+TRAIL kill: 42

How did CCCN(Cc1ccccc1)C(=S)Nc1cccc(C(F)(F)F)c1 do in these assays?
FXIIa inh: 16; FXIa inh: 18; PGE2 EP2 inh: 3; TNF death inh: 0.7; CHOP inh: 60; L929 necroptosis: 0.0; Tb hexokinase: 30; Wee1 stabilizer: 1; PPC-1+TRAIL kill: 10

What do the screens show for `Cc1ccc(NC(=O)COC(=O)Cc2ccsc2)cc1S(=O)(=O)N1CCOCC1`?
FXIIa inh: 12; FXIa inh: 3; PGE2 EP2 inh: 4; TNF death inh: 1.7; CHOP inh: -9; L929 necroptosis: 0.7; Tb hexokinase: 27; Wee1 stabilizer: -3; PPC-1+TRAIL kill: 2

Results for CCOc1ccc(CCNS(=O)(=O)c2c(C)n[nH]c2C)cc1OCC ?
FXIIa inh: 6; FXIa inh: 3; PGE2 EP2 inh: 17; TNF death inh: 0.0; CHOP inh: -9; L929 necroptosis: 2.0; Tb hexokinase: -1; Wee1 stabilizer: -1; PPC-1+TRAIL kill: 18

What do the screens show for `O=C(c1ccccc1)N1CCN(C(=O)N2CCCCC2)CC1`?
FXIIa inh: 8; FXIa inh: -2; PGE2 EP2 inh: 12; TNF death inh: 0.1; CHOP inh: -3; L929 necroptosis: -1.2; Tb hexokinase: -1; Wee1 stabilizer: 1; PPC-1+TRAIL kill: 12

How did CCNC(=O)c1ccc(C23CC4CC(CC(C4)C2)C3)o1 do in these assays?
FXIIa inh: 9; FXIa inh: -1; PGE2 EP2 inh: 10; TNF death inh: -2.4; CHOP inh: 26; L929 necroptosis: 2.8; Tb hexokinase: 0; Wee1 stabilizer: 0; PPC-1+TRAIL kill: 12

What do the screens show for `O=C(Nc1cc(C(F)(F)F)cc(C(F)(F)F)c1)c1ccc(Cn2cc(C(F)(F)F)ccc2=O)cc1`?
FXIIa inh: 14; FXIa inh: 16; PGE2 EP2 inh: 11; TNF death inh: -5.5; CHOP inh: 49; L929 necroptosis: 0.5; Tb hexokinase: -3; Wee1 stabilizer: 1; PPC-1+TRAIL kill: 10

Results for CCOC(=O)CNC(=O)CSc1ncnc2c1cnn2-c1ccc(C)cc1 ?
FXIIa inh: 13; FXIa inh: -3; PGE2 EP2 inh: 12; TNF death inh: -4.8; CHOP inh: 18; L929 necroptosis: 0.3; Tb hexokinase: -4; Wee1 stabilizer: -1; PPC-1+TRAIL kill: -6

Results for COCCOC(=O)c1c(C)oc2ccc(OC(=O)COc3c(F)c(F)c(F)c(F)c3F)cc12 ?
FXIIa inh: 10; FXIa inh: 1; PGE2 EP2 inh: 6; TNF death inh: 0.6; CHOP inh: 24; L929 necroptosis: 1.8; Tb hexokinase: -3; Wee1 stabilizer: 3; PPC-1+TRAIL kill: 7

Results for N#Cc1ccc(C(=O)Nc2nnc(-c3cccs3)o2)cc1 ?
FXIIa inh: 9; FXIa inh: 5; PGE2 EP2 inh: 4; TNF death inh: -1.7; CHOP inh: 7; L929 necroptosis: -0.1; Tb hexokinase: -39; Wee1 stabilizer: -3; PPC-1+TRAIL kill: 20

Results for COC(=O)C1=C(C(=O)OC)[C@@H]2Nc3ccccc3[C@@]23C[C@@H](C(=O)OC)N=C3N1 ?
FXIIa inh: 5; FXIa inh: -2; PGE2 EP2 inh: 20; TNF death inh: 0.8; CHOP inh: 13; L929 necroptosis: -0.2; Tb hexokinase: -18; PPC-1+TRAIL kill: -2

Results for Cc1cc(OCC(=O)NCCN2CCOCC2)cc(C)c1Br ?
FXIIa inh: 15; FXIa inh: 8; PGE2 EP2 inh: 5; TNF death inh: 1.2; CHOP inh: 28; L929 necroptosis: 2.0; Tb hexokinase: 0; Wee1 stabilizer: 1; PPC-1+TRAIL kill: 6

Results for Cc1cc(-c2ccccc2)c(C#N)c(N)n1 ?
FXIIa inh: -5; FXIa inh: -4; PGE2 EP2 inh: 8; TNF death inh: -1.7; CHOP inh: 14; L929 necroptosis: 0.9; Tb hexokinase: -22; Wee1 stabilizer: 4; PPC-1+TRAIL kill: 19

How did CSc1nc(=O)n(-c2ccccc2)c(C)c1C(C)=O do in these assays?
FXIIa inh: 7; FXIa inh: -5; PGE2 EP2 inh: 2; TNF death inh: -3.2; CHOP inh: -8; L929 necroptosis: 0.0; Tb hexokinase: -2; Wee1 stabilizer: -4; PPC-1+TRAIL kill: 0

How did N#Cc1cc(-c2ccc(Cl)cc2)cnc1Sc1ccccc1 do in these assays?
FXIIa inh: 11; FXIa inh: -7; PGE2 EP2 inh: 5; TNF death inh: -0.8; CHOP inh: 29; L929 necroptosis: 0.1; Tb hexokinase: 4; Wee1 stabilizer: -3; PPC-1+TRAIL kill: 22

Results for Cc1cc2c(=O)[nH]c(Cc3ccccc3)nc2s1 ?
FXIIa inh: 19; FXIa inh: 20; PGE2 EP2 inh: 4; TNF death inh: 8.1; CHOP inh: 14; L929 necroptosis: 0.6; Tb hexokinase: 7; Wee1 stabilizer: -3; PPC-1+TRAIL kill: 13

How did COc1cc(O)c(/C=N/NC(=O)c2ccncc2)c(OC)c1[N+](=O)[O-] do in these assays?
FXIIa inh: 6; FXIa inh: -1; PGE2 EP2 inh: 10; TNF death inh: -0.3; CHOP inh: 20; L929 necroptosis: 1.0; Tb hexokinase: -20; Wee1 stabilizer: -3; PPC-1+TRAIL kill: 3
